Compound activity (PubChem BioAssay)
TbMetRS inhib: blocks T. brucei methionyl-tRNA synthetase activity. purified T. brucei MetRS, ATP depletion, Kinase-Glo luminescence. inhibition, % at 11.9 µM. 360,000 tested, 0.4% active. AID 624268;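 active = inhibition above a per-plate cutoff of the control wells' mean inhibition plus 3 SD, cut at about 5.5% in these data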;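 also: 0% = DMSO wells median and 100% = median of wells with control inhibitor compound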
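Assay system: T. brucei methionyl-tRNA synthetase, purified | Medium: HEPES buffer with MgCl2, KCl, DTT, spermine, BSA, pyrophosphatase | Compound: 11.9 µM single point | Incubation: 15 min enzyme-compound preincubation, 2 h reaction, 10 min detection, 25 °C | Measured by: Kinase-Glo luciferase luminescence reporting remaining unconsumed ATP | Measure: % inhibition normalized to control-well medians | Replication: Singlicate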
Rin1-Abl PPI inh: inhibitors of human Rin1-Abl protein interaction | TR-FRET Rin1/Abl binding, biochemical | inhibition, % at 7.35 µM | 360,000 tested, 0.4% active | AID 588664; in the data active = inhibition above about 5%, passing the limit was not always enough
Neddylation inh: inhibitors of human cullin neddylation; TR-FRET cullin neddylation, biochemical; AID 651699; 360,000 tested, 0.58% active; calls only at 25 µM; in the data active = inhibition above about 36%
CSN deneddyl inh: inhibitors of human CSN-mediated cullin deneddylation | Q92905 | Purified CSN, SCF-Nedd8-OG deneddylation, fluorescence polarization | inhibition, % at 12.5 µM | 360,000 tested, 0.38% active | AID 651999;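 active = pattern-corrected inhibition above about 35%, with an unprinted fluorescence ratio check between 0.5 and 1.5, limit read from the data, passing the limit was not always enough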;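 also: 0% = enzyme with substrate and 100% = substrate without enzyme; some results filed as inactive read as strong as hits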
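Assay system: purified human Csn5 enzyme expressed in HEK293T cells; measure: % inhibition; also added: SCFSkp2-Nedd8OG substrate at 10 nM final; technique: fluorescence polarization; times: reaction 90 min, room temperature; medium: Tris buffer pH 7.5, NaCl, DTT, Tween-20, trehalose, ovalbumin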
E coli Lon inh: inhibits E. coli Lon protease. inhibition, % at 7.94 µM. 360,000 tested, 0.42% active. purified E. coli Lon protease, fluorescence polarization; in the data active = inhibition above about 13%, passing the limit was not always enough;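 also: 0% = enzyme with probe and DMSO and 100% = no enzyme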
FAS-TE inh: inhibitors of human fatty acid synthase thioesterase domain; recombinant FAS-TE, OMFH fluorogenic substrate, fluorescence endpoint; inhibition, % at 15 µM; 360,000 tested, 0.67% active; AID 602261;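 active = compounds whose normalised, plate-corrected inhibition of enzyme fluorescence in the single-dose primary screen is 50% or more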;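 also: 0% = DMSO with enzyme and 100% = substrate without enzyme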
Target sequence (P49327 whole entry, looked up, the tested form may be a part): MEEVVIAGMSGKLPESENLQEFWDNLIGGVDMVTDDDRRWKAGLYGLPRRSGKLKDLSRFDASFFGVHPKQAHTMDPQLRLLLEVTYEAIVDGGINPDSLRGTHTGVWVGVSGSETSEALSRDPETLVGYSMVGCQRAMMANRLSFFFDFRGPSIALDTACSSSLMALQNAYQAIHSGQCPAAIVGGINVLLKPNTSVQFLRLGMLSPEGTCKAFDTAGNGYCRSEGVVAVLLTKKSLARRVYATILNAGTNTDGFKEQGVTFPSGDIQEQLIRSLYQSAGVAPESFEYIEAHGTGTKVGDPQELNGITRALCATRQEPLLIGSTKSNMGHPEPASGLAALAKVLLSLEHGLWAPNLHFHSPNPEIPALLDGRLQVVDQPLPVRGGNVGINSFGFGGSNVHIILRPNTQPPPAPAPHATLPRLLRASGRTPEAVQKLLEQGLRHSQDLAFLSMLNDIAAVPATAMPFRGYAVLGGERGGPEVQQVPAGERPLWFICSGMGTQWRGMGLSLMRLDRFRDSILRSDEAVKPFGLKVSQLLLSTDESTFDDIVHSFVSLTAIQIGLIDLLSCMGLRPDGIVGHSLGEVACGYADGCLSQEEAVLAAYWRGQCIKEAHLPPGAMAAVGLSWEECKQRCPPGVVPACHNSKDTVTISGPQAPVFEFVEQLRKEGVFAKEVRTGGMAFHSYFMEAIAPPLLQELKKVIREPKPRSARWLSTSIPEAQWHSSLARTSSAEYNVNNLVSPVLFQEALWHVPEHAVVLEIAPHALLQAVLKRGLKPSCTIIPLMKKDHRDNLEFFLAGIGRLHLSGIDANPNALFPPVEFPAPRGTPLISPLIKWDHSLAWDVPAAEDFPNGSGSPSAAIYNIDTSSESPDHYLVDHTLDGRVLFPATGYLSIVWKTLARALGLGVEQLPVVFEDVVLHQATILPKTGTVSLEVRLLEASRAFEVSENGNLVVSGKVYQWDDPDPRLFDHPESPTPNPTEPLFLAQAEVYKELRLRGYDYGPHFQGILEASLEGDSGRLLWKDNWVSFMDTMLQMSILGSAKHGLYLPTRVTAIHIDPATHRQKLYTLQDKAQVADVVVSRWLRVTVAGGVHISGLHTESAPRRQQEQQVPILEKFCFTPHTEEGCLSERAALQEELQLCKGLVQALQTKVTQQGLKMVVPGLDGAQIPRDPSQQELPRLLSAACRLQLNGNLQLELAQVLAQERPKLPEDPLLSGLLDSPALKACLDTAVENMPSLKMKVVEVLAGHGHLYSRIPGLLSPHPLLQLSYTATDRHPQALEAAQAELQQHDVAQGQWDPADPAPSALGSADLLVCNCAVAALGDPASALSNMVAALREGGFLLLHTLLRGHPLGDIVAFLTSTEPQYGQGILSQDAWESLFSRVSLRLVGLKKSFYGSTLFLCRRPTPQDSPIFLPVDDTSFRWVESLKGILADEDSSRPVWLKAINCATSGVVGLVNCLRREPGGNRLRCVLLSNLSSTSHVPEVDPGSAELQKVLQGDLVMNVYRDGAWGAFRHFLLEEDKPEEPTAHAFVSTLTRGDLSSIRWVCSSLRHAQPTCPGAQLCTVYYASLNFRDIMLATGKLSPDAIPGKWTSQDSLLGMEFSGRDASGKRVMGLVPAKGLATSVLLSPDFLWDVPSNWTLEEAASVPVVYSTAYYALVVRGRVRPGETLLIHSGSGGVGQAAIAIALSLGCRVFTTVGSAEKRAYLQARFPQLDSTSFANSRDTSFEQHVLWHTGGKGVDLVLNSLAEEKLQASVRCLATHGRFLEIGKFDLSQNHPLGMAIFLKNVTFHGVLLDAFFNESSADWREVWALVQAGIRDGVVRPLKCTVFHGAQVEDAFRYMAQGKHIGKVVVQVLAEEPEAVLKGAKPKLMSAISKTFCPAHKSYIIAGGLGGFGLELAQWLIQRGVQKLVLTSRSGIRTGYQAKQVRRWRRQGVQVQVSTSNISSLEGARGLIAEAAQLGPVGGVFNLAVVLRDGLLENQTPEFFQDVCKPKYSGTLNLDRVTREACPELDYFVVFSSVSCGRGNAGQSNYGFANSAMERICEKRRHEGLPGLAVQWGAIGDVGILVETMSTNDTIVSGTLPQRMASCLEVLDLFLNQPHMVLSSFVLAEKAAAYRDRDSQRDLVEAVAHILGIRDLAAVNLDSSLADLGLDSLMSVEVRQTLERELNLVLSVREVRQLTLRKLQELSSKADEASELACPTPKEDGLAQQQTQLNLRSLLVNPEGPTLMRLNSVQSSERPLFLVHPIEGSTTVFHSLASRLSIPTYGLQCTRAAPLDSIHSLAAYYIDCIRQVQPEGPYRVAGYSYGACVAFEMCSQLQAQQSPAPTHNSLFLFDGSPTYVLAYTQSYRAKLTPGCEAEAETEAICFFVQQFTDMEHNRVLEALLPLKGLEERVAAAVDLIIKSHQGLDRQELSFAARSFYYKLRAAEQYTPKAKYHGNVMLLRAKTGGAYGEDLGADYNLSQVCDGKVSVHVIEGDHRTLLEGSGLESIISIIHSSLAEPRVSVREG
MsrA act: activates bovine MsrA enzyme; purified bovine MsrA, absorbance read-out; activation, % at 10.6 µM; 360,000 tested, 0.3% active; in the data active = activation above about 7.5%;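 also: 0% = vehicle and 100% = reference activator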
PABP1 MLLE inh: blocks PAM2 peptide binding to the PABP1 MLLE domain. GST-MLLE / FITC-PAM2 fluorescence polarization. inhibition, % at 20 µM. 360,000 tested, 0.36% active. AID 588489; in the data active = inhibition above about 35%, passing the limit was not always enough;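 also: plate controls were DMSO wells with GST-MLLE for no effect and wells lacking GST-MLLE protein for full effect; some results filed as inactive read as strong as hits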
MsrA inhibitor: inhibits bovine methionine sulfoxide reductase A; purified bovine MsrA, absorbance read-out; inhibition, % at 15.5 µM; 360,000 tested, 0.75% active; AID 651718; in the data active = inhibition above about 4.5%;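 also: 0% = vehicle wells with enzyme and 100% = reference inhibitor wells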
The depositor's hits bear a star; i = inactive; nt = no result given; & = joins results of further samples.

SMILES	TbMetRS inhib	Rin1-Abl PPI inh	Neddylation inh	CSN deneddyl inh	E coli Lon inh	FAS-TE inh	MsrA act	PABP1 MLLE inh	MsrA inhibitor
CCOC(=O)CCN	-0.1	0	i	-4	-10	-11	-1	-2	0.0
N#C/C(=C\c1c[nH]c2ccccc12)C(=O)Nc1ncc(Cc2ccc(Cl)cc2Cl)s1	0.0	2	i	-3	9	-7	-4	-1	0.2
CCOc1ccc(-c2[nH]ncc2-c2ccc(Cl)cc2)c(O)c1	-1.5	1	i	-1	-1	-53	-7	10	-0.1
CCSc1nnc(C)c2ccccc12	-0.6	-17	i	-4	-6	-8	0	7	-0.6
N/C(=N\OC(=O)CSc1ccccc1)c1ccc([N+](=O)[O-])cc1	-0.1	5	i	3	-7	12	-2	41*	0.5
COc1ccc(/C=C2\CN(Cc3ccccc3)C/C(=C\c3ccc(OC)c(O)c3)C2=O)cc1O	0.5	5	i	7	4	4	0	-7	0.3
COC(=O)c1ccc(NC(=O)c2cc[n+](Cc3ccccc3)cc2)cc1	-0.9	-1	i	-1	-12	-5	-12	9	-0.3
O=C(Nc1cccc(Cl)c1)N1CCSc2cc(Cl)ccc21	0.6	-1	i	0	5	24	-2	-4	0.6
c1ccc(-c2csc(-n3cnnn3)n2)cc1	-1.0	-7	i	3	8	13	-1	-10	0.0
NCCCC[C@H]1CNC(=O)C(=O)N1CCCCC1CCCCC1	0.4	6	i	-8	-4	-5	-7	-1	0.8
CCOC(=O)c1ccc(NC(=O)NNS(=O)(=O)c2cc(OC)ccc2OC)cc1	0.0	-3	i	6	-26	-4	3	13	0.7
O=C(Nc1cccc(Cl)c1Cl)C1CCN(c2ncccn2)CC1	-0.3	-1	i	-1	2	-4	0	8	-0.3
COc1ccc(-n2c(SCC(=O)N/N=C(\C)c3cccnc3)nc3ccccc3c2=O)cc1	-0.6	-1	i	7	-2	1	6	14	0.8
COc1ccc(/C=N/NC(=O)c2cc(C)oc2C)cc1OCc1ccccc1	-0.3	1	i	3	4	16	-2	24	0.5
COc1ccc(C(=O)C2CCCN(Cc3nc4ccccc4nc3C)C2)cc1OC (stereo not drawn)	-0.1	-2	i	-1	-3	-1	0	-10	0.7
Cc1ccc(N(CC(=O)NCc2ccc3c(c2)OCO3)S(=O)(=O)c2c(C)noc2C)cc1	0.0	0	i	-5	-4	7	1	-12	-0.1
O=C(CO/N=C\c1ccccc1)Nc1ccccc1C(=O)N1CCOCC1	1.2	0	i	-2	-5	-9	-1	10	0.3
O=[N+]([O-])C(/C=C(\Cl)[N+](=O)[O-])=C1N(Cc2ccc(Cl)nc2)CCN1Cc1ccc(Cl)nc1	0.1	-3	i	7	-55	31	-4	-82	-0.1
O=S(=O)(NCCc1csc(-c2cccnc2)n1)c1ccc2c(c1)OCCO2	-0.5	-3	i	-3	-2	-8	-1	-4	-0.7
Cc1cc(C(=O)N2CCCc3ccccc32)ccc1[N+](=O)[O-]	-0.4	0	i	5	5	9	-2	-2	0.2
CCOC(=O)C1CCN(C(=O)c2cc3c(=O)n4ccccc4nc3n2C)CC1	-0.5	3	nt	1	-4	-9	-7	-4	0.2
O=C(c1cc(=O)c2ccccc2o1)N1CCN(c2ccccc2)CC1	-0.4	3	i	1	-8	-3	-3	14	-1.2
COc1ccc(NC(=S)Nn2cnnc2)c(OC)c1	-0.3	-1	i	3	-9	-6	-2	6	-0.7
CC(=O)Nc1cccc(NC(=O)C(C)N2c3cccc4cccc(c34)S2(=O)=O)c1 (stereo not drawn)	-0.2	3	i	0	3	4	-2	3	-0.7
c1ccc(C2c3[nH]c4ccccc4c3CCN2Cc2cccn2-c2ccccn2)nc1 (stereo not drawn)	0.3	-3	i	-2	-5	4	5	8	0.2

Three of the entries above in order of the Rin1-Abl PPI inh value, smallest number first:
Molecule | Rin1-Abl PPI inh
CCSc1nnc(C)c2ccccc12 | -17
O=C(CO/N=C\c1ccccc1)Nc1ccccc1C(=O)N1CCOCC1 | 0
CC(=O)Nc1cccc(NC(=O)C(C)N2c3cccc4cccc(c34)S2(=O)=O)c1 (stereo not drawn) | 3

Back to the main list with the 4 entries that preceded the break.
SMILES	TbMetRS inhib	Rin1-Abl PPI inh	Neddylation inh	CSN deneddyl inh	E coli Lon inh	FAS-TE inh	MsrA act	PABP1 MLLE inh	MsrA inhibitor
O=C(c1cc(=O)c2ccccc2o1)N1CCN(c2ccccc2)CC1	-0.4	3	i	1	-8	-3	-3	14	-1.2
COc1ccc(NC(=S)Nn2cnnc2)c(OC)c1	-0.3	-1	i	3	-9	-6	-2	6	-0.7
CC(=O)Nc1cccc(NC(=O)C(C)N2c3cccc4cccc(c34)S2(=O)=O)c1 (stereo not drawn)	-0.2	3	i	0	3	4	-2	3	-0.7
c1ccc(C2c3[nH]c4ccccc4c3CCN2Cc2cccn2-c2ccccn2)nc1 (stereo not drawn)	0.3	-3	i	-2	-5	4	5	8	0.2
CCOc1cc(/C=C2/C(=N)N3C(=NC2=O)SN=C3S(C)(=O)=O)ccc1OS(=O)(=O)c1ccccc1	-0.1	-1	i	12	-25	6	-1	-34	nt
O=C(COC(=O)c1cccs1)Nc1cccc(Cl)c1	-0.3	-2	i	-3	0	5	-4	11	0.9
O=C(COC(=O)c1ccc(S(=O)(=O)NCc2ccco2)cc1)NC1CCCCCC1	0.1	-5	i	0	12	0	-2	1	-0.4
Cc1ccc(NC(=S)/C(=C(\[O-])c2ccc(Cl)s2)[n+]2cccc(CO)c2)cc1C	-0.7	2	i	-2	-4	2	0	-10	-0.2
O=C(O)CN1CCN(CC(=O)O)CCN(CC(=O)O)CCN(CC(=O)O)CC1	-1.1	1	i	-1	-5	-3	-4	0	-1.0
N#Cc1ccccc1CSc1nc2ncc(Br)cc2[nH]1	8.3*	-1&-6	i	-1&5	3&-17	-11&0	-2&-5	-57&-45	0.4&-0.1
O=S(=O)(c1ccccc1)c1nc(Cc2ccccc2)oc1N1CCOCC1	-0.7	4	i	5	2	-1	-5	33	0.0
CC1(C)CC(=O)C2=C(C1)OC1=C(C(=O)CC(C)(C)C1)C2c1ccc(O)cc1O	-1.2	1	i	-7	65*	-6	-7	108	1.4
COc1ccc(N2CCN(c3nc4ccc(C)cn4c(=O)c3C=O)CC2)cc1	-0.1	-1	i	5	0	-3	-6	-23	-1.1
O=C(N/N=C/c1ccc2c(c1)OCO2)c1ccc(COc2cccc3cccnc23)cc1	0.6	2	i	-5	8	14	-3	-2	3.5
CC(=O)Nc1ccc(NC(=O)CSc2nnc(C3CC3)n2-c2ccccc2)cc1	0.3	2	i	-1	-15	-5	0	-65	-1.0
CCCCn1c(N)c(N(CCOC)C(=O)c2cccc(S(=O)(=O)N(C)c3ccccc3)c2)c(=O)[nH]c1=O	-0.5	4	i	5	1	-4	-1	-4	-0.1
Cc1nnc(SCc2ccc(F)cc2Cl)s1	-0.7	-1	i	-5	-5	0	5	0	-0.4
O=C(CCCO)CCCCCCCCC[C@H]1N[C@H](CO)[C@@H](O)[C@@H]1O	0.5	1	i	0	5	-12	-3	0	1.0
CN(c1ccc(F)cc1)S(=O)(=O)c1ccc(Cl)c(C(=O)NC2(C)CCS(=O)(=O)C2)c1 (stereo not drawn)	0.1	0	i	-3	-12	-3	1	-5	0.7
COC(=O)CS(=O)(=O)c1cc([N+](=O)[O-])ccc1NC(=O)OC	-0.3	1	i	-1	-4	-2	-1	-4	2.9
O=C(CCN1C(=O)C2C3C=CC(C3)C2C1=O)N1CCCCC1 (stereo not drawn)	-0.7	-2	i	-2	5	-6	-2	-2	-0.8
C=CCNc1cc(F)ccc1S(=O)(=O)NCC=C	-0.2	1	i	2	-4	-5	-4	0	0.5
CNC(=O)c1ccc(NC(=O)c2ccccc2OCc2c(C)noc2C)cc1	-0.1	-1	i	1	3	-4	-3	-2	-0.8
CCCCn1nnnc1C(c1ccnc2ccccc12)N1CCN(C/C=C/c2ccccc2)CC1 (stereo not drawn)	0.1	2	i	4	-6	12	0	1	-0.2
COc1nc(N2CCCCCC2)nc(N2CCCCCC2)n1	-0.4	-1	i	2	-5	20	-3	9	-0.4
CCOc1ccc(-c2n[nH]c(C)c2-c2ccccn2)c(O)c1	0.0	2	i	1	-2	-2	-6	-1	-1.1
CC(=O)Oc1ccc(N2C(=O)CC(N3CCOCC3)C2=O)cc1 (stereo not drawn)	-1.0	-2	i	-5	-2	-2	-5	1	-0.3
COc1cccc2sc(=NC(=O)CS(=O)(=O)c3ccc(F)cc3)n(C)c12	-0.2	3	i	1	-8	7	-5	1	1.2
COCCN(C(=O)COC(=O)COc1ccc2ccccc2c1)c1c(N)n(Cc2ccccc2)c(=O)[nH]c1=O	-0.2	2	i	1	-6	-11	-3	-69	-2.1

Rewritten as a markdown table: entries from further up
| canonical_smiles | TbMetRS inhib | Rin1-Abl PPI inh | Neddylation inh | CSN deneddyl inh | E coli Lon inh | FAS-TE inh | MsrA act | PABP1 MLLE inh | MsrA inhibitor |
| --- | --- | --- | --- | --- | --- | --- | --- | --- | --- |
| COc1ccc(/C=C2\CN(Cc3ccccc3)C/C(=C\c3ccc(OC)c(O)c3)C2=O)cc1O | 0.5 | 5 | i | 7 | 4 | 4 | 0 | -7 | 0.3 |
| CC(=O)Nc1cccc(NC(=O)C(C)N2c3cccc4cccc(c34)S2(=O)=O)c1 (stereo not drawn) | -0.2 | 3 | i | 0 | 3 | 4 | -2 | 3 | -0.7 |
| COC(=O)CS(=O)(=O)c1cc([N+](=O)[O-])ccc1NC(=O)OC | -0.3 | 1 | i | -1 | -4 | -2 | -1 | -4 | 2.9 |

Full records, looked up by structure. Order of values: TbMetRS inhib	Rin1-Abl PPI inh	Neddylation inh	CSN deneddyl inh	E coli Lon inh	FAS-TE inh	MsrA act	PABP1 MLLE inh	MsrA inhibitor
N#Cc1ccccc1CSc1nc2ncc(Br)cc2[nH]1 is listed as 8.3*	-1&-6	i	-1&5	3&-17	-11&0	-2&-5	-57&-45	0.4&-0.1
COc1nc(N2CCCCCC2)nc(N2CCCCCC2)n1 is listed as -0.4	-1	i	2	-5	20	-3	9	-0.4

Other compounds.
SMILES	TbMetRS inhib	Rin1-Abl PPI inh	Neddylation inh	CSN deneddyl inh	E coli Lon inh	FAS-TE inh	MsrA act	PABP1 MLLE inh	MsrA inhibitor
O=S(=O)(c1ccccc1F)N1CCN(Cc2cc3c(cc2Br)OCCO3)CC1	-0.2	2	i	1	-5	32	-1	-15	0.5
O=C(CBr)Nc1c2c(nn1-c1ccccc1)CSC2	-0.7	3	i	1	6	-8	-8	-21	0.6
Cc1ccc2c(CC(=O)N3CCN(c4ccccc4)CC3)coc2c1	-0.5	2	i	3	2	12	-3	5	0.5
N#Cc1nc(-c2ccc(OCc3ccc(Cl)cc3)cc2)oc1N1CCC(C(N)=O)CC1	-0.6	-1	i	11	3	0	-1	4	-1.0
c1ccc(CNc2nc(CN3CCOCC3)nc3scc(-c4ccccc4)c23)cc1	-0.5	0	i	5	1	-2	1	-15	-0.1
CC1(C)C(=O)OC(C(=O)c2ccccc2)C(C)(C)C1=O (stereo not drawn)	-0.5	-3	i	4	-5	-6	-2	-10	-0.8
